pPAFAH inh: inhibitors of human plasma PAF acetylhydrolase (pPAFAH); inhibition, % at 3.39 µM; Q13093; recombinant pPAFAH, FP-rhodamine probe fluorescence polarization; hit rate 1.5% among 330,000;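 active = inhibition above the mean inhibition across the screen plus 3 SD, cut at about 25% in these data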;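 note: inhibitors block binding of the rhodamine activity-based probe so polarization drops; 0% = enzyme with DMSO and 100% = wells lacking pPAFAH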
PAD4 inh: blocks human protein arginine deiminase 4 | recombinant PAD4, RCA probe fluorescence polarization | inhibition, % at 6.36 µM | hit rate 0.41% among 330,000;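 active = percent inhibition above a cutoff equal to the mean of all tested compounds plus 3 SD, cut at about 15% in these data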;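 note: 0% = PAD4 with RCA probe and DMSO and 100% = probe without PAD4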
PAFAH1B3 FP inh: inhibitors of human PAFAH1B3; Q15102; inhibition, % at 3.39 µM; hit rate 0.28% among 340,000; recombinant PAFAH1B3, FP-rhodamine probe, fluorescence polarization; AID 492972;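 active = inhibition above the screen-wide average of all tested compounds plus 3 SD, cut at about 25% in these data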;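 note: 0% = enzyme with DMSO only and 100% = wells lacking PAFAH1B3 protein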
LYPLA1 inh: counter-screen for PME1 inhibitors: inhibitors of human LYPLA1 | O75608 | recombinant LYPLA1, FP-Rh probe fluorescence polarization | inhibition, % at 5.9 µM | hit rate 0.16% among 320,000 | AID 2174;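 active = inhibition above the mean of all tested compounds plus 3 SD, set per campaign, cut at about 14% in these data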;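 note: inhibitors block serine hydrolase probe labeling of LYPLA1 so polarization falls; 0% = enzyme with DMSO and 100% = wells lacking LYPLA1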
GSTO1 counter: blocks human GSTO1 in RBBP9 counter-screen | P78417 | recombinant GSTO1, activity-based probe fluorescence polarization | inhibition, % at 5.96 µM | hit rate 1.1% among 300,000;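 active = inhibition above the campaign mean inhibition plus 3 SD, cut at about 35% in these data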;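 note: 0% = GSTO1-1 with DMSO and 100% = wells lacking GSTO1-1 enzyme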
Target sequence (P78417 whole entry, looked up): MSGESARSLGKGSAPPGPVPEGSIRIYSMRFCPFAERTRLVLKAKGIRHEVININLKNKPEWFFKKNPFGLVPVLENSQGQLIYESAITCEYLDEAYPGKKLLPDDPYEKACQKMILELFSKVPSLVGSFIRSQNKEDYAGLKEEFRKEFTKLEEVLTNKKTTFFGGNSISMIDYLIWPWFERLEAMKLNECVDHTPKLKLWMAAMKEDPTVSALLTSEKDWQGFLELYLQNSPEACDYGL
PAFAH2 inh: inhibitors of human PAFAH2 | Q99487 | recombinant PAFAH2, FP-rhodamine activity probe, fluorescence polarization | inhibition, % at 3.39 µM | hit rate 0.99% among 340,000 | AID 492956;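 active = inhibition above the mean over all tested compounds plus 3 SD, cut at about 30% in these data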;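 note: inhibitors block probe labeling of enzyme so polarization drops; 0% = enzyme with DMSO and 100% = wells lacking PAFAH2 protein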
LYPLA2 counter: LYPLA2 (human) inhibition in PME1 counter-screen; O95372; recombinant LYPLA2, FP-Rh probe fluorescence polarization; inhibition, % at 5.9 µM; hit rate 0.38% among 320,000; AID 2177;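 active = inhibition above the screen-wide mean plus 3 SD, limit set per campaign, cut at about 26% in these data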;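 note: 0% = LYPLA2 with DMSO and 100% = wells lacking LYPLA2 enzyme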
Target sequence (O95372 whole entry, looked up): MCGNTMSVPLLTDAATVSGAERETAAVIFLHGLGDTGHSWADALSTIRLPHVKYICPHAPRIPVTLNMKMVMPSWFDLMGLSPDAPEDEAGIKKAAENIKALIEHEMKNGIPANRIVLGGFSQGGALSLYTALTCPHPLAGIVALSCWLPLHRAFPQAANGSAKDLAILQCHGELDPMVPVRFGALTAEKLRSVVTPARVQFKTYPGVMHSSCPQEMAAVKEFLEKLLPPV
PREPL inhibitor: human PREPL enzyme inhibition | Q4J6C6 | inhibition, % at 5.96 µM | AID 2751 | hit rate 0.68% among 320,000 | recombinant PREPL, fluorescence polarization activity-based probe; in the data active = inhibition above about 43%;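 note: 0% = enzyme with DMSO and 100% = wells lacking enzyme; many of its hits are not listed in these tables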
PAFAH1B2 FP inh: PAFAH1B2 (human) inhibition; P68402; recombinant PAFAH1B2, FP-rhodamine activity probe, fluorescence polarization; inhibition, % at 3.39 µM; hit rate 1.2% among 340,000; AID 492953;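 active = inhibition above the mean of all tested compounds plus 3 SD, cut at about 24% in these data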;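 note: 0% = enzyme with DMSO and 100% = wells lacking PAFAH1B2; many of its hits are not listed in these tables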
* = called active by the depositor; · = not tested or not shown. Not all compounds are listed (hit frequency here may not be typical).

SMILES	pPAFAH inh	PAD4 inh	PAFAH1B3 FP inh	LYPLA1 inh	GSTO1 counter	PAFAH2 inh	LYPLA2 counter	PREPL inhibitor	PAFAH1B2 FP inh
O=C(COC(=O)/C=C/c1ccccc1)NCCC1=CCCCC1	9	-1	0	-3	6	46*	-2	0	4
Cn1c2ccc(F)cc2c2nnc(SCC(=O)Nc3cccc(O)c3)nc21	2	-3	2	-2	-6	4	-5	8	-3
CC(C)n1nc(C(=O)N2CCN(S(=O)(=O)c3cccs3)CC2)c2ccccc2c1=O	6	-1	·	0	1	·	5	-1	·
Cc1c(F)cccc1NC(=O)CCC(=O)O	-1	1	-1	0	6	2	7	-3	4
CCCn1c(SCC(=O)c2ccc3c(c2)OCCO3)nnc1-c1ccco1	5	-6	4	0	1	1	0	3	5
CCOC(=O)c1cn(CC(=O)Nc2cccc(Cl)c2C)nn1	0	-6	3	0	0	-5	-4	0	0
O=S(=O)(NCCc1ccccc1)c1ccc(S(=O)(=O)N2CCCCC2)cc1	1	-6	3	2	6	1	-3	2	3
CCN(CC)S(=O)(=O)c1ccc(Cl)c(NC(=O)COc2ccc3c(C)cc(=O)oc3c2)c1	2	2	6	4	0	-4	8	0	0
O=C(CCN1C(=O)/C(=C/c2ccccc2F)SC1=S)NCCCn1ccnc1	0	-8	6	-2	3	-3	-5	-2	1
Cc1cccc(C)c1OC(=O)C(c1ccccc1)c1ccccc1	1	-1	1	0	2	6	-3	-3	1

4 of the compounds above, field by field.
structure: Cc1cccc(C)c1OC(=O)C(c1ccccc1)c1ccccc1
  pPAFAH inh = 1
  PAD4 inh = -1
  PAFAH1B3 FP inh = 1
  LYPLA1 inh = 0
  GSTO1 counter = 2
  PAFAH2 inh = 6
  LYPLA2 counter = -3
  PREPL inhibitor = -3
  PAFAH1B2 FP inh = 1
structure: Cn1c2ccc(F)cc2c2nnc(SCC(=O)Nc3cccc(O)c3)nc21
  pPAFAH inh = 2
  PAD4 inh = -3
  PAFAH1B3 FP inh = 2
  LYPLA1 inh = -2
  GSTO1 counter = -6
  PAFAH2 inh = 4
  LYPLA2 counter = -5
  PREPL inhibitor = 8
  PAFAH1B2 FP inh = -3
structure: O=C(COC(=O)/C=C/c1ccccc1)NCCC1=CCCCC1
  pPAFAH inh = 9
  PAD4 inh = -1
  PAFAH1B3 FP inh = 0
  LYPLA1 inh = -3
  GSTO1 counter = 6
  PAFAH2 inh = 46*
  LYPLA2 counter = -2
  PREPL inhibitor = 0
  PAFAH1B2 FP inh = 4
structure: CCOC(=O)c1cn(CC(=O)Nc2cccc(Cl)c2C)nn1
  pPAFAH inh = 0
  PAD4 inh = -6
  PAFAH1B3 FP inh = 3
  LYPLA1 inh = 0
  GSTO1 counter = 0
  PAFAH2 inh = -5
  LYPLA2 counter = -4
  PREPL inhibitor = 0
  PAFAH1B2 FP inh = 0

Following part
SMILES	pPAFAH inh	PAD4 inh	PAFAH1B3 FP inh	LYPLA1 inh	GSTO1 counter	PAFAH2 inh	LYPLA2 counter	PREPL inhibitor	PAFAH1B2 FP inh
COc1ccc(N2CCN(C(=O)Cn3nnc(-c4ccc(N(C)C)cc4)n3)CC2)cc1	0	-3	·	3	-5	·	5	6	·
Cc1c(-c2ccccc2)[nH]n2c(=O)c3c(nc12)CCCC3	8	-4	1	-1	-9	10	6	2	-4
CCOc1ccc(CNc2ccc(N3CCCC3)cc2)cc1	33*	-3	6	0	66*	1	4	44*	4
COC(=O)C1=C(N)OC2=C(C(=O)CC(C)(C)C2)C1c1cccs1 (configuration not stated)	-2	1	9	-2	12	2	8	-7	4
Nc1c(-c2ccccc2)c(CN2CCOCC2)nn1-c1cccc([N+](=O)[O-])c1	5	2	3	4	2	1	-1	18	5
COC(=O)c1cc(S(=O)(=O)N(Cc2ccccc2)C(C)(C)C)c[nH]1	-5	-5	5	-10	1	3	-1	8	4
CC(C)CCNC(=O)C1CCN(S(=O)(=O)c2ccc3nc4c(c(C(=O)O)c3c2)CCCCC4)CC1	1	5	10	-2	-3	12	-3	-2	6
Cc1cc(N2C(=O)CC(C(C)c3ccccc3)C2=O)no1 (configuration not stated)	5	-1	3	2	6	3	3	3	6
CCN1CCN(S(=O)(=O)c2c(C)cc(C)cc2C)CC1	-2	2	2	-1	11	0	-4	-1	5
CCN1CCN(C(=O)C2CCCN(S(=O)(=O)c3ccc(OC)c(OC)c3)C2)CC1 (configuration not stated)	0	-4	0	0	1	1	-1	4	3
COc1ccc(-n2nc(C(=O)NCC(=O)N3CCCCCC3)c3ccccc3c2=O)cc1	4	-4	-4	-2	-6	-5	5	-2	2
Cc1cccc(CSc2ccc3nnc(-c4ccccn4)n3n2)c1	6	0	2	5	0	5	9	31	6
COc1ccc(-c2cc(C)no2)cc1S(=O)(=O)N1CCN(c2ccccc2F)CC1	5	4	-2	-3	1	4	12	-5	0
COc1ccc(N(CC(=O)NCc2ccncc2)S(=O)(=O)c2ccccc2[N+](=O)[O-])c(OC)c1	-2	2	1	-1	7	-6	-3	-1	2
CC(OC(=O)c1nc(Cl)ccc1Cl)C(=O)Nc1ccc2c(c1)OCCO2 (configuration not stated)	4	-5	-3	0	-2	3	3	3	-3
COc1ccc(OC)c(S(=O)(=O)N2CCCC(C(=O)NCc3cccnc3)C2)c1 (configuration not stated)	7	-4	-6	-2	9	4	-5	8	3
Nc1ccc(N=Nc2ccccc2Cl)c(N)n1	11	2	-8	7	-5	5	5	22	3
O=c1[nH]c(=O)c2nnc(N/N=C\c3ccc(O)cc3)nc2[nH]1	2	-2	1	-1	35	4	4	14	7
CN(C)C(=O)CN(c1ccc2c(c1)OCO2)S(C)(=O)=O	0	-3	-6	-2	-1	4	0	6	8

From PubChem
